Compound activity deposited in PubChem BioAssay by several laboratories.
rCAG RNA binder = binders of r(CAG) RNA repeats, primary screen, biochemical, fluorescence | r(CAG) RNA repeat, TO-PRO-1 dye displacement fluorescence | inhibition, % at 3 µM | 1.3% of 370,000 active | AID 651821, 2012;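 active means inhibition above the plate cutoff, the mean of all test compounds on that plate plus 3 SD, cut at about 35% in these data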;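 further: 0% = DMSO alone and 100% = 100 µM mitoxantrone as full dye displacement; higher means more dye released from RNA so lower well fluorescence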
PRMT1 FP inh = PRMT1 methyltransferase inhibitors, primary screen, biochemical, fluorescence polarization; 1.3% of 370,000 active; inhibition, % at 2.79 µM; Protein arginine N-methyltransferase 1 (Homo sapiens), Q99873; recombinant PRMT1, activity-based probe fluorescence polarization;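 active means inhibition above about 21% made by adding two undisclosed values, limit read from the data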
Target sequence (Q99873 whole entry, looked up): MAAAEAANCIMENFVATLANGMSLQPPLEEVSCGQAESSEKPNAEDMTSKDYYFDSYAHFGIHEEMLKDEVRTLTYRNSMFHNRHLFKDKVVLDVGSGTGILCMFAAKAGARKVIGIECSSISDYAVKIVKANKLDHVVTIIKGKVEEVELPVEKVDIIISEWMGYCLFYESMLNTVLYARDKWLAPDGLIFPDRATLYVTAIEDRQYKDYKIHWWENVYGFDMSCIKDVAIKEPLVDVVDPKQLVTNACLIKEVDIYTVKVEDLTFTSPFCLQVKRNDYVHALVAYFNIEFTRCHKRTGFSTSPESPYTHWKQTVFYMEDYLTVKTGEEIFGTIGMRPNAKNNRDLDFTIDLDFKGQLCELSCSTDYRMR
LEDGF integ inh = blockers of LEDGF/p75-dependent integrase strand transfer – biochemical, TR-FRET, high throughput, primary screen. 0.64% of 370,000 active. HIV-1 integrase (with human LEDGF/p75). TR-FRET IN-LEDGF/p75 DNA integration, Eu/Cy5. inhibition, % at 3.7 µM;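 active means inhibition above the screen-wide mean plus 3 SD, cut at about 13% in these data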;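 further: signal is the Cy5 over europium emission ratio at 671 and 618 nm; 0% = plate median of compound wells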
UHRF1 MBD2 ctr = UHRF1 methylated DNA binding inhibitors, primary screen, counter-screen for MBD2 inhibitor project, biochemical, TR-FRET, human UHRF1, single concentration. AID 687016, 2013. inhibition, % at 4.4 µM. 0.75% of 370,000 active. E3 ubiquitin-protein ligase UHRF1 (Homo sapiens), Q96T88. UHRF1 binding to methylated oligo; in the data active means inhibition above about 21%;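 further: UHRF1 SRA domain binding a hemimethylated CpG hairpin DNA probe; 0% = median of test compound wells and 100% = reference inhibitor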
PG9 binder = binders of HIV-1 gp120 antibody PG9, primary screen, biochemical, TR-FRET. AID 624416, 2012. inhibition, % at 6.7 µM. TR-FRET gp120-PG9 antibody binding. 0.43% of 360,000 active. HIV-1 gp120 / PG9 antibody interaction; in the data active means inhibition above about 8.5%
ABHD4 inh = ABHD4 inhibitors, primary screen, biochemical, fluorescence polarization, mouse | (Lyso)-N-acylphosphatidylethanolamine lipase (Mus musculus), Q8VD66 | purified mABHD4, FP-Rh probe fluorescence polarization | inhibition, % at 8.92 µM | 0.54% of 370,000 active | AID 720543, 2013;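 active means inhibition exceeding the mean over every tested compound plus 3 SD, cut at about 30% in these data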;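 further: 0% = plate median of compound wells and 100% = S159A mutant with DMSO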
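Assay system: wild-type mouse ABHD4 protein; compound: single nominal dose of 8.92 µM, 0.89% DMSO final; schedule: 45 min + 60 min at 25 °C; measured by: FP readout, ex 525 nm / em 598 nm; evaluation: % inhibition of FP-Rh probe binding versus controls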
Rev-erbA mod = modulators of Rev-erb alpha DNA binding, primary screen, biochemical, FITC-DNA, fluorescence polarization, uHTS; Nuclear receptor subfamily 1 group D member 1 (Homo sapiens), P20393; Rev-erbα–FITC-DNA binding, 90 min; 0.79% of 370,000 active; AID 1259318, 2017; activity, % at 10 µM;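 active means activity above about 14%, limit read from the data; passing the limit was not always enough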;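 further: 0% = DMSO wells with 35 nM protein and 100% = DMSO wells with 750 nM protein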
MBD2 inh = inhibitors of MBD2 binding to methylated DNA, primary screen, biochemical, TR-FRET, DNA-binding domain, human. MBD2 binding to methylated oligonucleotide. AID 686964, 2013. 0.31% of 370,000 active. inhibition, % at 4.4 µM. Methyl-CpG-binding domain protein 2 (Homo sapiens), Q9UBB5; in the data active means inhibition above about 13%
TCR CD3 inh = inhibitors of human TCR-CD3 interaction, primary screen, biochemical, fluorescence, TAMRA-labeled TCR probe. inhibition, % at 9.4 µM. 0.37% of 360,000 active; in the data active means inhibition above about 19%;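 further: recombinant mutant TCR 2C K166C tagged with TAMRA read by polarization; 0% = receptor in buffer alone and 100% = receptor with positive control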
HTRA1 inhibitor = HTRA1 serine protease inhibitors, primary screen, biochemical, fluorescence polarization, HTS; Q92743; recombinant HTRA1, FP-rhodamine activity-based probe; inhibition, % at 5.96 µM; 0.5% of 340,000 active; AID 504803, 2011; in the data active means inhibition above about 36%;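 further: 0% = enzyme with DMSO and 100% = wells lacking enzyme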
Target sequence (Q92743 whole entry, looked up): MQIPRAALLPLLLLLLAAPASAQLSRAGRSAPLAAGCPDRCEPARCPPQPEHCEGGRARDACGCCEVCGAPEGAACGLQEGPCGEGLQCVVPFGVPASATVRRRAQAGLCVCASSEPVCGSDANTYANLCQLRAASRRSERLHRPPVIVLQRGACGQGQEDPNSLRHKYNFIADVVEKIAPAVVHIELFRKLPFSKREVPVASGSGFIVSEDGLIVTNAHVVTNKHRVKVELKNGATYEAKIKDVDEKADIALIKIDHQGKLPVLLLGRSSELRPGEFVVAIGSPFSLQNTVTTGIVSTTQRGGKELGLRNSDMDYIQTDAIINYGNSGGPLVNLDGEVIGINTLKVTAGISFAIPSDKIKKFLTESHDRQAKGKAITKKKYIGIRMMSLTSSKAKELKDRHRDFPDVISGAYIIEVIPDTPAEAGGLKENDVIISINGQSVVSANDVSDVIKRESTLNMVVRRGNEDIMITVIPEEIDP
* hit, by the source's call; · = not tested or not shown. Only part of the results is shown (hit frequency here may not be typical).

SMILES	rCAG RNA binder	PRMT1 FP inh	LEDGF integ inh	UHRF1 MBD2 ctr	PG9 binder	ABHD4 inh	Rev-erbA mod	MBD2 inh	TCR CD3 inh	HTRA1 inhibitor
COc1ccc(NC(=O)c2ccccc2)cc1NS(=O)(=O)c1ccc(F)cc1	5	-1	-1	-2	-4.4	0	-1	-3	0	-31
CCN(C(=O)CN1C(=O)S/C(=C\c2ccccc2OC)C1=O)C1CCS(=O)(=O)C1 (stereo unspecified)	-2	2	0	-7	-1.6	-3	1	-6	-2	-1
Cc1cc(=O)oc2cc(OCC(=O)NCCc3c[nH]c4ccc(F)cc34)ccc12	1	-1	0	2	6.2	6	-11	3	5	-2
CCOC(=O)N1CCN(C(=O)CSC2=NS(=O)(=O)c3cc(F)ccc3N2)CC1	0	4	-2	3	1.3	2	2	2	-4	-3
CN(C(=O)c1cccc(NC(=O)Cc2ccc(NC(=O)C3CCN(C(=O)c4ccccc4)CC3)cc2)c1)C1CCC1	3	0	-2	1	-0.4	3	-4	2	1	-1
C/C(=C\c1ccco1)C1C(C#N)=C(N)Oc2n[nH]c(-c3ccc(C)cc3)c21 (stereo unspecified)	17	0	6	-6	0.9	4	-1	-2	3	-19
CC(C)c1c(C(=O)N/N=C2\CCc3ccccc32)nnn1-c1nonc1N	1	-5	6	0	-1.2	-2	-7	-1	-2	-2
CC(C)c1nnc(NC(=O)CSc2nnc(-c3ccco3)o2)s1	-2	-3	3	-2	-1.5	2	3	-2	-6	0
CN(CC(=O)Nc1cccc(F)c1)C(=O)c1csc2c1CCCC2	1	0	-3	3	3.0	0	0	4	-6	-10
O=S(=O)(c1ccc(-n2cnnn2)cc1)N1CCN(c2ccccc2F)CC1	0	6	-4	0	1.1	2	1	-4	-1	4
O=C(OCc1c(F)cccc1Cl)c1cnc(Cl)c(Cl)c1	4	0	3	5	-2.0	-6	2	3	-11	-1
COc1ccc(/C=C(/NC(=O)/C=C/c2ccccc2)C(=O)NCCCCCC(=O)O)cc1	6	0	0	1	-1.5	-9	-8	-3	2	2
CCOc1ccc(NC(=O)/C(C#N)=C/c2ccc(N3CCCC3)c(C)c2)cc1	4	-3	-1	4	-1.8	10	2	1	-4	-5
CC(NC(=O)CN1CCN(c2ccccc2F)CC1)c1ccccc1 (stereo unspecified)	-3	2	3	3	1.3	-6	3	3	-4	7
CCCCN(CCCC)NC(=O)c1ccccc1	-3	-4	3	-1	-2.0	-6	3	1	6	1
Cc1ccccc1NC(=O)CN1C(=O)N/C(=C\c2ccc(N3CCOCC3)c(F)c2)C1=O	1	0	2	-3	-0.3	0	17	-4	3	-3
CN(C)c1ccc(P(=O)(Nc2ccc([N+](=O)[O-])cc2)N2CCOCC2)c(NC(=O)c2cccs2)c1 (stereo unspecified)	6	2	-6	-2	-1.4	6	-6	3	2	3
CCOc1ccc(NC(=O)CCC(=O)N/N=C/c2ccc3c(c2)OCO3)cc1	-3	-2	1	-3	-2.3	0	-7	-4	10	0
Cc1cccc(NC(=O)CCN2CCCCC2)c1	-2	-2	3	2	-0.2	-1	-5	0	7	-1
Nc1[nH]c(C(=O)c2ccccc2)c(-c2ccc(Br)cc2)c1C(=O)N1CCN(CCO)CC1	·	-1	7	-1	·	-55	-7	-1	·	·
O=C(COC(=O)c1ccc([N+](=O)[O-])s1)Nc1ccccc1	3	-1	6	13	-4.8	-4	2	2	6	20
COc1cc(C)c(Cl)c(C)c1S(=O)(=O)NCc1ccc2c(c1)OCO2	-4	-1	-2	-4	-2.1	-2	7	-5	0	-5
CC(C)c1ccc(C(=O)NN2CCOCC2)cc1	0	-4	2	-5	0.4	0	1	-4	-2	1
CN(C)C(CNc1ccc(C(N)=O)cc1[N+](=O)[O-])c1ccccc1 (stereo unspecified)	0	-3	2	-12	-4.2	-4	-2	-12	1	-4
Cc1[nH]c2ccc(C(C)C)cc2c1CC(=O)O	6	8	-4	2	-2.3	-3	-4	0	-6	·
CN(Cc1ccc(Cl)cc1Cl)C(=O)CNC(=O)c1ccc2c(c1)OCO2	-3	-1	1	2	-0.2	1	-2	-1	6	-12
COCCN(C(=O)Cn1nnc2ccccc21)C(C(=O)NC1CCCCC1)c1ccc(OC)cc1OC (stereo unspecified)	-6	-4	2	1	0.5	-5	-6	-4	4	-6
CCNC(=O)C1(C)CCCN(Cc2noc(-c3ccccc3OC)n2)C1 (stereo unspecified)	0	-1	-9	18	-0.6	4	-2	-4	-6	·
CCOC(=O)CC1=CSC2=NS(=O)(=O)CCN12	2	-2	-3	1	-0.5	3	3	-2	0	4
Cc1nnc(SCCc2ccccc2)[nH]c1=O	0	2	-2	0	0.9	6	5	3	-3	1
COc1ccc2nc3oc(C(=O)NCCCOC(C)C)cc3cc2c1	-6	-4	-4	-6	-3.2	3	4	-7	4	-2
C[C@@H](CO)NC(=O)c1nc[nH]c1C(=O)N[C@H](C)c1ccccc1	1	1	2	2	-0.5	1	4	-2	4	1
CCOc1ccc(NC(=O)CN(C)C(=O)c2cn3ccccc3n2)cc1OCC	-3	1	-1	1	-1.9	0	-1	-1	-4	9
COc1ccc(-n2nc(C(=O)c3cccs3)cc(-c3nc4ccccc4[nH]3)c2=N)cc1	7	-2	1	0	2.4	-2	-1	-3	0	4
COc1ccc(CNC(=O)CN(Cc2ccccc2)S(=O)(=O)c2ccc(Cl)cc2)cc1	2	-3	2	-1	-0.4	-32	1	-5	-6	-28
COc1ccccc1N1CCN(C2CCCN(C(=O)c3ccsc3)C2)CC1 (stereo unspecified)	-8	1	-5	11	-0.9	3	-4	7	-5	1
O=C(NCC(c1cccnc1)N1CCN(c2ccc(F)cc2)CC1)OCc1ccccc1 (stereo unspecified)	5	2	1	4	0.0	-3	4	4	-9	2
CCn1ncc(Br)c1C(=O)Nc1cc(C)cc(C)c1	-5	-2	0	-4	0.1	-5	-2	3	3	-3
COc1cc(Cl)ccc1OCc1cc(C(=O)NCC(C)c2ccccc2)no1 (stereo unspecified)	2	3	-7	9	-1.1	-19	-2	0	7	-29
O=C(COC(=O)c1ccc(NS(=O)(=O)c2ccc3c(c2)OCCO3)cc1)NC1CCS(=O)(=O)C1 (stereo unspecified)	0	2	-3	-2	-0.7	2	3	0	1	8
COCCNC(=O)c1ccc(-n2c(SCc3cccnc3)nc3ccccc3c2=O)cc1	-7	-5	4	-2	1.2	-3	1	-4	4	2
COC(=O)CN(c1cccc(OC)c1)S(C)(=O)=O	0	0	0	-1	-1.4	9	-4	1	2	2
COc1ccc(OC)c(Nc2c3c(nc4ccccc24)CCC3)c1	-6	1	5	1	-0.7	-1	-5	-3	7	-4
Nc1[nH]n2c(=O)c3c(nc2c1N=Nc1ccccc1)CCCC3	35*	1	-1	-19	-15	21	-2	-13	7	13
COc1ccc(C(C)C)cc1S(=O)(=O)NCC1CCCO1 (stereo unspecified)	1	0	6	-1	0.5	1	1	-1	4	3
CCOC(=O)C1CCCN(CC(=O)NC2=Nc3ccccc3N=C(C)C2c2ccccc2)C1 (stereo unspecified)	-8	-2	-2	-3	-0.2	3	-2	4	5	-5
COc1ccc(S(=O)(=O)NCCC(=O)N2CCCC2)cc1N(C)S(C)(=O)=O	3	-2	2	0	-1.3	-5	3	4	3	-4
O=C(NCc1ccco1)C1Cc2c(-c3cccc(F)c3)ccnc2O1 (stereo unspecified)	-1	-8	6	-2	-2.0	0	5	-5	2	·
CC1(c2nnc(Cc3ccccc3)o2)CC(c2cccc([N+](=O)[O-])c2)=NO1 (stereo unspecified)	-1	-3	1	-4	2.0	1	1	-5	-12	7
CCn1c(=O)c2cc(C(=O)NCCC(C)C)sc2c2ccccc21	-1	-4	-1	1	-0.2	8	1	-5	5	-27
Cn1cccc1C(=O)NC(=O)COC(=O)c1ccc(O)cc1	2	4	3	-1	-0.2	1	-7	0	7	4

A draw from above in order of SMILES length, falling.
SMILES	rCAG RNA binder	PRMT1 FP inh	LEDGF integ inh	UHRF1 MBD2 ctr	PG9 binder	ABHD4 inh	Rev-erbA mod	MBD2 inh	TCR CD3 inh	HTRA1 inhibitor
CN(C)c1ccc(P(=O)(Nc2ccc([N+](=O)[O-])cc2)N2CCOCC2)c(NC(=O)c2cccs2)c1 (stereo unspecified)	6	2	-6	-2	-1.4	6	-6	3	2	3
O=C(COC(=O)c1ccc(NS(=O)(=O)c2ccc3c(c2)OCCO3)cc1)NC1CCS(=O)(=O)C1 (stereo unspecified)	0	2	-3	-2	-0.7	2	3	0	1	8
Cc1ccccc1NC(=O)CN1C(=O)N/C(=C\c2ccc(N3CCOCC3)c(F)c2)C1=O	1	0	2	-3	-0.3	0	17	-4	3	-3
CCN(C(=O)CN1C(=O)S/C(=C\c2ccccc2OC)C1=O)C1CCS(=O)(=O)C1 (stereo unspecified)	-2	2	0	-7	-1.6	-3	1	-6	-2	-1
CCOC(=O)N1CCN(C(=O)CSC2=NS(=O)(=O)c3cc(F)ccc3N2)CC1	0	4	-2	3	1.3	2	2	2	-4	-3
O=C(NCC(c1cccnc1)N1CCN(c2ccc(F)cc2)CC1)OCc1ccccc1 (stereo unspecified)	5	2	1	4	0.0	-3	4	4	-9	2
CCOc1ccc(NC(=O)CCC(=O)N/N=C/c2ccc3c(c2)OCO3)cc1	-3	-2	1	-3	-2.3	0	-7	-4	10	0
COc1cc(C)c(Cl)c(C)c1S(=O)(=O)NCc1ccc2c(c1)OCO2	-4	-1	-2	-4	-2.1	-2	7	-5	0	-5
O=C(COC(=O)c1ccc([N+](=O)[O-])s1)Nc1ccccc1	3	-1	6	13	-4.8	-4	2	2	6	20
CC(NC(=O)CN1CCN(c2ccccc2F)CC1)c1ccccc1 (stereo unspecified)	-3	2	3	3	1.3	-6	3	3	-4	7
O=C(OCc1c(F)cccc1Cl)c1cnc(Cl)c(Cl)c1	4	0	3	5	-2.0	-6	2	3	-11	-1
CCCCN(CCCC)NC(=O)c1ccccc1	-3	-4	3	-1	-2.0	-6	3	1	6	1
